Screening data as filed in PubChem BioAssay.
Cav3 T inh = blocks human Cav3.2 T-type calcium channel. B-score at 10 µM. AID 449739. O95180. 100,000 tested, 4% active. Cav3.2-expressing cells, Fluo-4 calcium fluorescence FDSS; stronger effect = lower value;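 active = single-dose well whose peak fluorescence ratio is a statistical outlier from its plate by either plate-standardised score or position-corrected B-score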
Target sequence (O95180 whole entry, looked up): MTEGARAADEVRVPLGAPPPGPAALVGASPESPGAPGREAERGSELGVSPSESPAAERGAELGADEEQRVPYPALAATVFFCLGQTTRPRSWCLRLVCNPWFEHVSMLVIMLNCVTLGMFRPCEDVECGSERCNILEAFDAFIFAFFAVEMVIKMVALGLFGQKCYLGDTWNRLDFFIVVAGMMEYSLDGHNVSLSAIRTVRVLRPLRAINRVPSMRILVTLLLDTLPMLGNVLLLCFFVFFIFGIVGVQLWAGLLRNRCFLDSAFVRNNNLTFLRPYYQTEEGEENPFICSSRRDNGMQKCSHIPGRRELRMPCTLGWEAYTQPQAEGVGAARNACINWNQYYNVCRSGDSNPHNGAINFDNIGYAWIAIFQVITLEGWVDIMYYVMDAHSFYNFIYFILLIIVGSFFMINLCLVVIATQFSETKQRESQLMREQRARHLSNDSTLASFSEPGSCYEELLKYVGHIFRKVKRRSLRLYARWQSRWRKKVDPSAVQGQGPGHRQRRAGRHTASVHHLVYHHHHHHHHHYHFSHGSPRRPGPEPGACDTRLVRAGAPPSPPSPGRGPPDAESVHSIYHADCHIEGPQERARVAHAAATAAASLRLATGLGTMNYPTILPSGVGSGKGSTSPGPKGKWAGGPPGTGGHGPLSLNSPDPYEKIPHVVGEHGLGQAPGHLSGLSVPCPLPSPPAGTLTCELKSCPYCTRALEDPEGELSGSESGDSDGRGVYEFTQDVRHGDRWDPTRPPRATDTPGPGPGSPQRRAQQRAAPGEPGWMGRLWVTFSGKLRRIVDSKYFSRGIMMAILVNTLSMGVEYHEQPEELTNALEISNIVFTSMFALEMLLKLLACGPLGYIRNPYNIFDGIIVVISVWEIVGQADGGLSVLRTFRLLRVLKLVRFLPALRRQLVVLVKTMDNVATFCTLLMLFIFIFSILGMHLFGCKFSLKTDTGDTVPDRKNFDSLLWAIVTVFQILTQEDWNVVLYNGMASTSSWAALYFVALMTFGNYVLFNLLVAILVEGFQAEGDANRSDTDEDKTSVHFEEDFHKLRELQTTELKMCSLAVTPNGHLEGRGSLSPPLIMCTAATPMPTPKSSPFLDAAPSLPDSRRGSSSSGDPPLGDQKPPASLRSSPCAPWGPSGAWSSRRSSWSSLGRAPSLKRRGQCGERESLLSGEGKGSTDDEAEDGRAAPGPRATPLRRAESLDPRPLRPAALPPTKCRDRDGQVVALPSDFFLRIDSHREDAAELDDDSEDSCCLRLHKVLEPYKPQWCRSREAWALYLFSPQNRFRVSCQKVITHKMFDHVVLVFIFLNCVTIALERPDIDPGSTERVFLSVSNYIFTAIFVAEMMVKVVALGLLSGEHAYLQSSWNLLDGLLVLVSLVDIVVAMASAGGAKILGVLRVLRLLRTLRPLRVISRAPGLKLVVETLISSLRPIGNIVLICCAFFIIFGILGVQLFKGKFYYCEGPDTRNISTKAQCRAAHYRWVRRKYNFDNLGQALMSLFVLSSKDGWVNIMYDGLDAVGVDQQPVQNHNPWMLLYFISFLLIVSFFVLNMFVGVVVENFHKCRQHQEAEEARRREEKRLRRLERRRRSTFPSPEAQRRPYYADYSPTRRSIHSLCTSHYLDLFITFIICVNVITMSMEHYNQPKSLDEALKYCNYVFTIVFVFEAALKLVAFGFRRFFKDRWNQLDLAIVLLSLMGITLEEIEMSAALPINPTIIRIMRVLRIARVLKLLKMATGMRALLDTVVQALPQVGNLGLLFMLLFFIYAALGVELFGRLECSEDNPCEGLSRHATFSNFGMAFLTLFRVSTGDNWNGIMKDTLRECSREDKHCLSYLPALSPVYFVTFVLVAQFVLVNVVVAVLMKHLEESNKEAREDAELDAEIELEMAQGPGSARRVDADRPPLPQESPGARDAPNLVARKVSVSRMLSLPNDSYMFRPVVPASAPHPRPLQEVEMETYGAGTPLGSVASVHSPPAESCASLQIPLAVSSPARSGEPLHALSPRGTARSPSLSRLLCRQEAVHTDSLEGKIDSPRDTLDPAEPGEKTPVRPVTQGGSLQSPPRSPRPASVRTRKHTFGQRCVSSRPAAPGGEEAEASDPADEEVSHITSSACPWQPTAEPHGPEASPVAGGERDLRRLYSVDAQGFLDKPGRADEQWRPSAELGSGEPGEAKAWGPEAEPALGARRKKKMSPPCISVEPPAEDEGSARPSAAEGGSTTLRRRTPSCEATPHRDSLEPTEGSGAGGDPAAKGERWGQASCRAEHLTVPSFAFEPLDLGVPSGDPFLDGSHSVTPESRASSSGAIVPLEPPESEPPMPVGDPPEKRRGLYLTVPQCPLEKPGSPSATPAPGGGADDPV
Active calls of the source: *. This is a subset; count on the stated rates, not on these rows.

The opening three records, to show the layout:
SMILES | Cav3 T inh
COc1ccc(C(=O)NC2CCN(C(=S)Nc3cccc(C)c3)CC2)cc1 | 0.563
COc1ccc(/C=C2\CCCC3C2=NN(C(=O)c2scnc2C)C3c2ccc(OC)cc2)cc1 (stereo not given) | -3.91
COC(=O)CCC(=O)c1oc2ccccc2c1NC(=O)CCCN1C(=O)c2ccccc2C1=O | 1.14

All compounds of this part, from the first entry:
SMILES | Cav3 T inh
COc1ccc(C(=O)NC2CCN(C(=S)Nc3cccc(C)c3)CC2)cc1 | 0.563
COc1ccc(/C=C2\CCCC3C2=NN(C(=O)c2scnc2C)C3c2ccc(OC)cc2)cc1 (stereo not given) | -3.91
COC(=O)CCC(=O)c1oc2ccccc2c1NC(=O)CCCN1C(=O)c2ccccc2C1=O | 1.14
O=C(NC1CCCc2ccccc21)C1CCC(CNS(=O)(=O)c2cccc3nsnc23)CC1 (stereo not given) | 0.12
O=C(Cn1nnc2c(cnn2-c2ccc(F)cc2)c1=O)OC1CCCCC1 | -1.28
CCCCOc1ccccc1NC(=O)CC1SC(=NCC)N(CC)C1=O (stereo not given) | -3.58
COc1cccc(C=Nc2ccccc2C(=O)Nc2nccs2)c1OC | -0.0428
CC(C)[C@@H](C(=O)NCC1CCC(C(=O)O)CC1)n1nnc2ccccc2c1=O (stereo not given in full) | -0.547
C/C=C/c1ccc(OCCn2cncn2)c(OC)c1 | 0.392
CCOc1ccccc1C(=O)Nc1cccc(-c2nnc(-c3ccccc3)o2)c1 | -2.1
COc1ccc(OC)c(NC(=O)c2nnn(Cc3ccc(Br)cc3F)c2N)c1 | -0.738
COc1ccc(Oc2nc(Oc3ccc(OC)cc3)nc(Oc3ccc(OC)cc3)n2)cc1 | -0.148
O=C(Nc1cc(C(F)(F)F)ccc1F)C1CCCC1 | 0.125
Cn1ncc(Br)c1C(=O)Nc1ccc(Cl)cn1 | -0.383
CCn1c(SCC(=O)Nc2nc3ccc(C)cc3s2)nc2c(c1=O)SC(C)C2 (stereo not given) | -0.457
CCOc1cc(N2CCOCC2)c(OCC)cc1NC(=O)CSc1cccc[n+]1[O-] | 1.01
O=S(=O)(NCC1CCCO1)c1cccc(C(F)(F)F)c1 (stereo not given) | -0.0117
CC(=O)c1c(C)n(C)c2ccc(OC(=O)c3ccco3)cc12 | -1.4
CCN(CC)c1nc2ccccc2nc1C(C#N)C(=O)NCCc1ccccc1 (stereo not given) | -3.7
COc1cccc(NC(=O)Nc2cc(C)ccc2F)c1 | -1.47
COC(=O)C1=C[C@@H](C(=O)OC)[C@@H]2C3=C(C(=O)[C@@]2(C)NC(=O)c2ccccc2)[C@H](C)C(C(=O)OC)=C(C(=O)OC)[C@@H]3C1 | 0.397
N#CCCC12CCCCC1=Nc1ccccc12 (stereo not given) | 0.491
COCCNC(=O)COC(=O)/C=C/c1cnc2ccccc2n1 | 0.572
Cc1cc(Cl)ccc1OCC(=O)N1CC(C)CC(C)C1 (stereo not given) | -5.32*
Cc1c(NC(=O)NCc2ccccc2)c(=O)n(-c2ccccc2)n1C | -0.308
CC(C)c1ccc2c(c1)c(SC(C)(C)C)c(CC(C)(C)C(=O)O)n2Cc1ccc(Cl)cc1 | -2.06
C=C1CCN([C@@H](CC(C)C)C(=O)NCc2ccc(Cl)c(Cl)c2)S(=O)(=O)c2ccccc21 | -2.94
Cc1nc2ccc(C(=O)N3CCSCC3)cc2s1 | 1.89
Cc1noc(C)c1S(=O)(=O)N1CCCC(C(=O)N2CCc3ccccc3C2)C1 (stereo not given) | 2.7
CCCCCC(=O)Nc1c(-c2ccc(OC)cc2)c(=O)c2ccccc2n1C | 0.393
O=C(O)c1ccc(CSc2nnc(-c3ccco3)o2)cc1 | -1.3
Cc1ccc2nc(Nc3ccccc3)c(/C=N/O)c(=O)n2c1 | -1.9
Cc1ccc(NS(=O)(=O)c2cc(C(=O)NCc3ccccn3)ccc2Cl)cc1 | 0.0229
O=C(CSCC(=O)Nc1ccc2ccccc2c1)NCc1ccccc1 | -0.605
Cc1nnc2c(NC(C)C)nc3ccccc3n12 | 1.08
CCOC(=O)C1[C@H]2C(=O)N(CCCOC)C[C@]23C=C[C@H]1O3 (stereo not given in full) | -0.471
Clc1ccc(OCCCCSc2ncccn2)cc1 | -2.27
C=C(Cl)COC(=O)C1C2C=CC(C2)C1C(=O)O (stereo not given) | -0.302
COc1c(OC2OC(C(=O)O)C(O)C(O)C2O)cc(O)c2c(=O)cc(-c3ccccc3)oc12 (stereo not given) | -0.265
CN(C)c1ccnc(SCc2ccccc2Cl)c1C#N | 0.562
Cc1oc(-c2ccccc2F)nc1CS(=O)CC(=O)NCc1cccs1 (stereo not given) | 0.112
CC(C)Nc1nc(NC(C)C)nc(NS(=O)(=O)c2ccc(N)cc2)n1 | 0.826
Cc1onc(-c2c(F)cccc2Cl)c1C(=O)NCc1cccs1 | -1.27
CC(C)(C)n1nnnc1C(c1cccs1)N1CCN(Cc2ccc3c(c2)OCO3)CC1 (stereo not given) | 0.375
Cc1nc2ccc3nc(NC(=O)c4ccc5c(c4)OCCO5)sc3c2s1 | 0.474
COc1ccc2c(c1OC)C(=O)O[C@@H]2[C@H]1c2c(cc3c(c2OC)OCO3)CCN1C | 0.271
Cc1nn(C)c(C)c1S(=O)(=O)N1CCCC(C(=O)NC2CCCCCC2)C1 (stereo not given) | 0.0657
Cc1cc(S(=O)(=O)Nc2cccnc2)c(C)s1 | 0.207
CCSc1nnc(NC(=O)c2cccc(OCc3c(C)noc3C)c2)s1 | -2.24
CCCC(C)NC(=O)c1ccc(C2SCC(=O)N2Cc2ccco2)cc1 (stereo not given) | 1.77

(next part)
SMILES | Cav3 T inh
COc1ccc(S(=O)(=O)NC2CC(C)(C)NC(C)(C)C2)c(C)c1C | 0.584
Cc1oc(-c2ccccc2F)nc1CS(=O)(=O)CC(=O)NCCCc1ccccc1 | -2.41
CC(=O)c1cccc(NC(=O)Nc2cccs2)c1 | -0.067
CSc1cc(-c2ccccc2)n(Cc2ccccc2Cl)c(=O)c1C#N | -3
CC(=O)N1CCN(c2cccc(C)c2C)CC1 | 0.737
COc1ccc(OC(C)C(=O)N2CCc3ccccc3C2)cc1 (stereo not given) | -1.18
Cc1cc(NC(=O)Cn2cc(C(F)(F)F)cc(Cl)c2=O)no1 | -1.08
COC(=O)C1=CN(C)C=C(C(=O)OC)C1c1ccccc1Cl | 1.63
NC(=O)COC(=O)CCCc1nc2ccccc2s1 | -1.25
CCCCOC(=O)Nc1nc(C)c(C(=O)OCC)s1 | -1.12
CC(/C(O)=C(\C#N)c1nc2ccccc2n1C)N1C(=O)c2ccccc2C1=O (stereo not given) | -0.189
CCc1ccc(C2CC(=O)NC(SCC(=O)OC(C)C)=C2C#N)cc1 (stereo not given) | -8.43*
COc1ccc(NC(=O)C2CCN(S(=O)(=O)c3c(C)noc3C)CC2)cc1Cl | 0.101
CC(=O)Nc1ccc(C2=NN(CC#N)C(=O)SC2)cc1 | -0.253
Cc1ccc(C)n1CCN1CCN(C(=O)c2ccco2)CC1 | 0.139
O=C1CC(N2CCN(c3ccccc3F)CC2)C(=O)N1c1ccc2c(c1)OCCO2 (stereo not given) | 0.773
O=C1c2ccccc2C(=O)N1CCSc1nnc(-c2ccco2)n1Cc1ccccc1 | -1.76
CCCc1nc2ccccc2c(=O)n1-c1c(C)n(C)n(-c2ccccc2)c1=O | 0.598
CCOC(=O)c1ccc(N/C=C2/CCCC(C)C2=O)cc1 (stereo not given) | -1.63
CCn1cc(/C=N/NC(=O)c2ccc3c(c2)OCO3)c(C)n1 | 0.0903
Cc1cc(C)cc(-n2c3nc4ccccc4nc3c3c(=O)n(Cc4ccco4)cnc32)c1 | 1.56
O=C(/C=C/Nc1cccc([N+](=O)[O-])c1)c1ccco1 | 0.412
CCC(C(=O)NC1CCCCC1)n1c(SCc2ccccc2F)nc2ccncc21 (stereo not given) | -2.48
Cc1cc(OCCN2CCOCC2)nc2ccccc12 | 0.277
Cc1ccc(CNC(=O)C2CCCN(S(=O)(=O)c3c(C)n[nH]c3C)C2)cc1 (stereo not given) | 0.0488
COc1cc(-c2nc3oc4ccccc4c(=O)c3c(=O)n2Cc2ccco2)cc(OC)c1OC | -0.903
Cc1cccc(S(=O)(=O)c2c(N)n(Cc3ccco3)c3nc4ccccc4nc23)c1 | -2.5
COc1ccc(NC(=O)CSc2nnc(-c3ccccn3)n2N)cc1Cl | 0.137
Cc1cc(C(=O)CSc2nnc(-c3ccc(F)cc3)o2)c(C)n1CC1COc2ccccc2O1 (stereo not given) | -2.66
c1csc(-c2nnc(-c3ccc(N4CCOCC4)cc3)o2)c1 | -0.0238
CCc1c(C)nc2ncnn2c1N1CCC(C(=O)NCc2ccc3c(c2)OCO3)CC1 | -1.42
CCOCCn1c(SCc2ccc(C)cc2)nc2c1c(=O)[nH]c(=O)n2C | 0.573
Cn1c(=O)c2c(nc(CN3CCOCC3)n2CCCO)n(C)c1=O | -0.756
CCN(CC)C(=O)COC(=O)c1cc(-c2ccc(OC)cc2)nc2ccccc12 | -3.19
C=CCNC(=S)Nc1ccccc1 | 0.439
NNc1nc(-c2ccccc2)cc(-c2ccccc2O)n1 | 0.495
OCCN1CCOCCN(CCO)CCOCC1 | 0.289
CC(=O)CSc1nnc(-c2ccc(S(=O)(=O)N3CCC(C)CC3)cc2)o1 | 0.0375
CCOC(=O)CN1c2ccccc2NC(=O)CC1C (stereo not given) | 0.443
Cc1nn2c(C(F)(F)F)cc(-c3ccc(Cl)cc3)nc2c1C(=O)N1CCOCC1 | -0.219
CCCN1CCN(CCCNC(=O)C2CCCN(c3nc4ccc(OCC)cc4s3)C2)CC1 (stereo not given) | -0.381
CCN(CC)c1ccc(C=Nc2ccc(C#N)cc2)c(O)c1 | -0.9
CS(=O)(=O)N(Cc1ccccc1F)c1ccccc1 | 0.0173
O=C1OCC2=C1C(c1ccc3c(c1)OCO3)Sc1ccccc1N2 (stereo not given) | -0.702
C=CCn1c(SCc2c(F)c(F)c(F)c(F)c2F)nc(O)cc1=O | -0.756
CCOC(=O)c1cc(NC(=O)c2ccoc2C)cc(C(=O)OCC)c1 | -1.84
O=C(C1CCN(c2nnc(N3CCCC3=O)s2)CC1)N1CCN(Cc2ccc3c(c2)OCO3)CC1 | 1.48
CCOC(=O)CSc1nnc(CNC(=O)c2ccco2)n1C | 0.964
O=C1CC(N2CCN(S(=O)(=O)c3cccc(C(F)(F)F)c3)CC2)C(=O)N1Cc1ccccc1 (stereo not given) | -1.72
COc1ccc(C2CC(=O)Nc3ccccc3S2(=O)=O)cc1OC (stereo not given) | 0.756

Part of the list above, in CSV form.
Molecule,Cav3 T inh
Cc1onc(-c2c(F)cccc2Cl)c1C(=O)NCc1cccs1,-1.27
CC(C)(C)n1nnnc1C(c1cccs1)N1CCN(Cc2ccc3c(c2)OCO3)CC1 (stereo not given),0.375

Three of the compounds above, with values ahead of the structure:
Cav3 T inh	canonical_smiles
-3.58	CCCCOc1ccccc1NC(=O)CC1SC(=NCC)N(CC)C1=O (stereo not given)
-1.4	CC(=O)c1c(C)n(C)c2ccc(OC(=O)c3ccco3)cc12
0.562	CN(C)c1ccnc(SCc2ccccc2Cl)c1C#N

(list continues)
SMILES | Cav3 T inh
CCOCCCn1cnc2c(c1=O)c1nc3ccccc3nc1n2-c1ccc(C)cc1 | -0.378
CCN1CCCC1CNS(=O)(=O)c1ccc(C(=O)Nc2ccccc2)cc1 (stereo not given) | -0.609
Cc1cc(C)c(C#N)c(SCC(=O)N(C)C2CCCCC2)n1 | -1.53
COc1ccccc1/C=C1\S/C(=N/NC(=O)c2cccc(Br)c2)NC1=O | -4.24*
S=C(c1ccc(-c2ccc(Cl)cc2Cl)o1)N1CCCCC1 | -2.1
CCc1nc(C)ccc1OCC(=O)O | -0.026
Cc1ccc(CCCOC(=O)C[N+]2(C)CCOCC2)cc1 | 0.533
COC(=O)C1=C(C)N(CCCC(=O)O)C(=O)NC1c1ccc(-c2ccccc2)cc1 (stereo not given) | 1.41
COc1cc2[nH]c(=O)n(CCC(=O)NCCC(C)C)c(=O)c2cc1OC | -0.19
COc1cccc(C=Nc2cccnc2)c1O | 0.919
CCOC(=O)c1c(NC(=O)CSc2c[nH]c3ccccc23)sc2c1CCCC2 | -0.936
Cc1cc2c(=O)[nH]cnc2s1 | -0.834
Cc1csc(SCCn2c(N3CCOCC3)nc3c2c(=O)[nH]c(=O)n3C)n1 | 0.0355
C/C=C\C=C/C(=O)Nc1cccc(C2=NOC3(C2)C[C@@H](C(N)=O)N(C(=O)c2ccccc2)C3)c1 (stereo not given in full) | 0.906
CCN(C(=O)CSc1nc2nc(C)cc(C)n2n1)c1ccccc1 | 0.93
O=C1CCCc2ccccc2N1Cc1ccc(Cl)cc1 | -2.53
Cc1ccc(C)c(C(=O)COC(=O)c2ccccc2N2C(=O)C3C4CCC(C4)C3C2=O)c1 (stereo not given) | -2.94
COc1c(Cl)cc(C(=O)Nc2ccccc2C(=O)O)cc1Cl | -1.66
CC(=O)C1=C(C)NC(SCC(=O)c2ccc(C)cc2)=C(C#N)C1c1ccco1 (stereo not given) | -5.04*
CCOC(=O)c1cc2c(C)nn(-c3ccccc3)c2s1 | -0.516
N#CC(c1ccc(Cl)cc1)c1ccc2c(C(F)(F)F)cc(C(F)(F)F)nc2n1 (stereo not given) | -2.53
NS(=O)(=O)c1ccc(NCc2ccccc2OCc2ccc(F)cc2)cc1 | -3.14
Cn1c(=O)n(CC(=O)NC2CCCCC2)c(=O)c2ccccc21 | 0.952
Cn1c(N2CCN(C(=O)NC34CC5CC(CC(C5)C3)C4)CC2)nc2ccccc21 | 0.273
Cc1ccc2c(c1)NC(=O)C(CC(=O)NCCCN1CCCCC1C)O2 (stereo not given) | -1.04

Random excerpt: five entries already listed, in no set order.
SMILES | Cav3 T inh
NS(=O)(=O)c1ccc(NCc2ccccc2OCc2ccc(F)cc2)cc1 | -3.14
N#CC(c1ccc(Cl)cc1)c1ccc2c(C(F)(F)F)cc(C(F)(F)F)nc2n1 (stereo not given) | -2.53
Cn1c(N2CCN(C(=O)NC34CC5CC(CC(C5)C3)C4)CC2)nc2ccccc21 | 0.273
Cn1c(=O)n(CC(=O)NC2CCCCC2)c(=O)c2ccccc21 | 0.952
Cc1ccc2c(c1)NC(=O)C(CC(=O)NCCCN1CCCCC1C)O2 (stereo not given) | -1.04
